From PubChem
FBW7 act: activators of human E3 ligase FBW7 | AlphaScreen FBW7–phospho-cyclin E peptide binding, activator screen | Q969H0 | normalized activity (activation), % at 26.1 µM | AID 1259310 | 650,000 tested, 0.13% active; in the data active means normalized activity above about 1.9%;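 further: purified mutant Fbw7 with reduced substrate affinity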
GPR151 activ: human GPR151 activation; Q8TDV0; PathHunter beta-arrestin GPR151 cells, luminescence; activation, % at 11.2 µM; 650,000 tested, 1% active; AID 1508602; in the data active means activation above about 4.9%;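 further: 0% = median of compound wells and 100% = cells with positive control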
Target sequence (Q8TDV0 whole entry, looked up): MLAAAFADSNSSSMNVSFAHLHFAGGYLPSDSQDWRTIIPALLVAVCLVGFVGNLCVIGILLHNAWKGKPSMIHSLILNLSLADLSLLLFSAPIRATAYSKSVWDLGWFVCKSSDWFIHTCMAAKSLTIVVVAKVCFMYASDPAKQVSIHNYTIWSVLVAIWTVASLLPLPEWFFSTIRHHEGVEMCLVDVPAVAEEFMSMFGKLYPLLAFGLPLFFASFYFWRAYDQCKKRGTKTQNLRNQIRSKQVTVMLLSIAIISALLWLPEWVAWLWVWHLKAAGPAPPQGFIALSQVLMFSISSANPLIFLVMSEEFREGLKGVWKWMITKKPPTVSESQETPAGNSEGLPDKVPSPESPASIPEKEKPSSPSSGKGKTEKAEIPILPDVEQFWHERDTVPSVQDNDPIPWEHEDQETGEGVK
TEAD-YAP block: TEAD-YAP interaction inhibition | HEK-TIYL cells, TEAD-Gal4/YAP UAS-luciferase luminescence | inhibition, % at 9.12 µM | 640,000 tested, 1.4% active | AID 1259422; in the data active means inhibition above about 32%;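 further: 0% = median of test compound wells and 100% = reference inhibitor wells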
MITF inh: human MITF inhibition, primary screen; AlphaScreen MITF homodimerization, bead proximity signal; 650,000 tested, 0.91% active; inhibition, % at 2.6 µM; O75030; in the data active means inhibition above about 50%;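 further: 0% = vehicle wells with protein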
Target sequence (O75030 whole entry, looked up): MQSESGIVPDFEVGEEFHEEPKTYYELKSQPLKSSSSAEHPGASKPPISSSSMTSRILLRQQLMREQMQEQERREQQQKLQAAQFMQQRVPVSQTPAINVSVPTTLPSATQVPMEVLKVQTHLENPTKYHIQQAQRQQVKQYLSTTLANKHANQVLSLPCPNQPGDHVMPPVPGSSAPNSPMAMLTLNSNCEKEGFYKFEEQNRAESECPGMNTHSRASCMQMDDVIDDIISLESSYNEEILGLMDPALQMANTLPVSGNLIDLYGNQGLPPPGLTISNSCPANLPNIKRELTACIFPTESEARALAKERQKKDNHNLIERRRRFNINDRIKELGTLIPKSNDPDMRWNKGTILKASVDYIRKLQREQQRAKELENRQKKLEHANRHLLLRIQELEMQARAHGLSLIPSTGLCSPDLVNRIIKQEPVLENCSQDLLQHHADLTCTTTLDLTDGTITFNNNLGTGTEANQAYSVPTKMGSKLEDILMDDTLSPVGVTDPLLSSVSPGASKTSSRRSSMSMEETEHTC
* marks the source's active call; other numbers are inactive results.

SMILES	FBW7 act	GPR151 activ	TEAD-YAP block	MITF inh
COc1cc(C(=O)NCc2ccc(C(=O)NCC(OC)OC)cc2)cc(OC)c1OC	0.0	0.2	-1.7	-1.1
CCOC(=O)c1cccc([N+](=O)[O-])c1C(=O)Nc1cc(Cl)ccc1O	0.4	-0.3	-12.2	2.8
CCOC(=O)c1c(C)[nH]c(NC(=O)Nc2cccc(OC)c2)c1C	0.8	0.2	-9.3	4.9
Cc1ccc(F)cc1NC(=O)Cc1nn(C)c(=O)c2ccccc12	-0.1	-0.6	29.9	8.8
CCOC(=O)c1nn(CCO)c2c1CN(Cc1cccc(Cl)c1)CC2	0.0	10.4*	6.1	4.5
COCCn1c(SCC(=O)N2c3ccccc3NC(=O)C2(C)C)nc2ccccc21	0.2	0.1	-1.4	-1.0
Cc1cccc(Cn2nnc(C(=O)Nc3ccc(Br)cc3)c2N)c1	-0.2	0.4	6.1	6.1
CCC(C(=O)O)N1C(=O)/C(=C/c2cccnc2)SC1=S (stereo not drawn)	-0.1	-0.3	-1.9	-2.2
O=[N+]([O-])c1ccc(N2CCCCC2)cc1NC1CC1	-0.3	-0.8	16.9	5.0
COc1ccccc1CNc1ccc2c(c1)ncn2-c1ccc(C)cc1	0.2	-0.9	-7.6	4.6
O=C(OCC(=O)N1CCOCC1)c1c2c(nc3ccccc13)/C(=C/c1ccc(O)cc1)CC2	-0.1	-0.4	-19.0	12.2
Cc1cc(-c2csc(N)n2)c(C)n1CCc1ccc(F)cc1	0.2	-0.4	4.2	19.4
O=C(CCC1CCCN(C(=O)c2cc(=O)c3ccccc3o2)C1)NCc1ccccc1F (stereo not drawn)	0.0	3.2	-2.5	-1.6
CCOC(=O)Cc1cc(=O)n2[nH]c(-c3ccccc3)cc2n1	-0.1	-1.1	-12.7	-8.9
C=CCNc1nc(Nc2ccc(OC)cc2)nc(OC)n1	0.0	1.0	-5.7	5.8
COc1ccccc1OCCCC(=O)Nc1nnc(C)s1	0.0	-0.5	-3.1	4.3
COc1cccc(NC(=S)NCCCN(C)C)c1	0.2	-1.3	1.9	9.6
CC(=O)N1C(C(=O)N2CCCC2)CSC12CCN(C)CC2 (stereo not drawn)	1.1	0.9	-1.2	17.6
Cc1ccc(C)c(N2CCN(c3nc4ccccc4n4nnnc34)CC2)c1	0.2	0.5	-17.3	0.9
COc1ccc(OC)c(Nc2nc(-c3c(C)nc4ccccn34)cs2)c1	-0.4	2.4	8.2	0.4
COc1ccc(/C=N\NC(=O)CCC2C(=O)NN=C2C)c(OC)c1OC (stereo not drawn)	0.3	1.9	5.6	13.8
CCOC(=O)c1ccc(-n2c(CN(CC)CC)nc3ccc([N+](=O)[O-])cc3c2=O)cc1	0.2	0.0	-5.2	-6.0
COc1ccc(NC(=O)c2ccco2)c(OC)c1	0.3	1.0	-30.8	1.0
Cc1noc(C)c1C(=O)N1CCN(S(C)(=O)=O)CC1	-0.1	0.3	9.5	-0.2
Cc1cccc(C)c1OCC(=O)N/N=C/c1cc([N+](=O)[O-])ccc1O	-0.1	1.7	17.1	6.3
O=C(CN(c1ccccc1)S(=O)(=O)c1ccccc1[N+](=O)[O-])Nc1ccccc1	-0.1	2.4	-0.4	3.6
CCOc1ccc(OCC)c(S(=O)(=O)NCC23CC4CC(CC(C4)C2)C3)c1	-0.1	1.9	15.3	-11.0
Cc1cc(=O)n2nc(N3CCCC(C(=O)NCCN4CCCCCC4)C3)sc2n1 (stereo not drawn)	-0.1	-1.0	-2.9	-4.7
CSc1ccc(C2C(C#N)=C(N)OC3=C2C(=O)CCC3)cc1 (stereo not drawn)	-0.1	-0.7	-6.0	-4.6
COCCn1c(C)c(C)n2c3c(=O)n(C)c(=O)n(C)c3nc12	-0.2	2.0	12.1	6.2
COc1ccc(C(=O)NC(C)CCc2ccccc2)cc1 (stereo not drawn)	0.8	-0.1	-25.4	3.7
CC1CN(c2nonc2N)CC(C)O1 (stereo not drawn)	-0.1	-0.9	3.4	-1.0
Cc1cccc(CN[C@H]2C[C@H]3C(=O)N[C@@H](C(C)C)C(=O)N3C2)c1	-0.1	-0.4	14.1	0.2
CCc1ccc(NC(=O)COC(=O)C2CC(=O)N(Cc3ccc(C)cc3)C2)cc1 (stereo not drawn)	-0.1	-0.2	-1.5	-4.8
COc1ccc(OCC(=O)Nc2nn3c(-c4cccc(OC)c4)nnc3s2)cc1	0.0	-0.7	3.6	-21.6
Cc1c(-c2nc3c4ccccc4[nH]c(=O)n3n2)nc2ccccn12	0.0	0.8	-2.9	-4.6
COc1cc2nc3c4ccccc4n(C(C)C)c3nc2cc1OC	3.7*	-1.8	1.7	-49.0
Cc1ccc(C)c(OCCCCN2CCOCC2)c1C	-0.1	0.4	9.6	41.0
COc1ccccc1CCc1nnc(CCC(=O)NC(C)Cc2ccsc2)o1 (stereo not drawn)	-0.1	0.6	2.4	-2.8
Nc1nc2[nH]c(=O)cnc2c(=O)[nH]1	-0.1	0.9	21.7	-18.1
CCN(CC)S(=O)(=O)c1cccc(N=Nc2c(O)[nH]c(=O)[nH]c2=O)c1	0.7	0.5	1.6	3.2
COc1cc(OC)cc(C(=O)Nc2cc(C(=O)Nc3ccccc3SC)ccc2N2CC3CC(C2)c2cccc(=O)n2C3)c1 (stereo not drawn)	-0.1	-0.2	18.4	4.2
Cc1cc(NC(=O)CSc2nc3ccsc3c(=O)n2-c2cccc(Cl)c2Cl)no1	0.0	-0.2	10.3	5.9
COc1ccc2cc(C)c3nn(CC(=O)N4CCCCC4C)c(=O)n3c2c1 (stereo not drawn)	-0.3	-0.8	3.9	10.5
N/C(=N\OC(=O)c1ccc(Cl)c([N+](=O)[O-])c1)c1ccccc1	0.8	-1.0	11.9	2.9
Cc1ccc(-c2csc(NC(=O)c3ccc(S(=O)(=O)N(C)c4ccccc4)cc3)n2)o1	-0.7	1.4	-8.7	-5.4
CCOC(=O)c1sc(=S)n(Cc2ccco2)c1C	-0.2	-1.9	-12.5	-8.2
Cc1ccc(SCC(=O)Nc2cc(C)ccc2O)cc1	0.8	-0.3	-5.3	11.4

Part of the list above with just FBW7 act and TEAD-YAP block.
Molecule	FBW7 act	TEAD-YAP block
COc1ccccc1CCc1nnc(CCC(=O)NC(C)Cc2ccsc2)o1 (stereo not drawn)	-0.1	2.4
COc1ccc2cc(C)c3nn(CC(=O)N4CCCCC4C)c(=O)n3c2c1 (stereo not drawn)	-0.3	3.9
COc1cc2nc3c4ccccc4n(C(C)C)c3nc2cc1OC	3.7*	1.7
Cc1cc(NC(=O)CSc2nc3ccsc3c(=O)n2-c2cccc(Cl)c2Cl)no1	0.0	10.3

Other results
SMILES	FBW7 act	GPR151 activ	TEAD-YAP block	MITF inh
CCCOc1ccc(C2NC(=O)NC(C)=C2C(=O)OCC(C)C)cc1 (stereo not drawn)	0.0	-0.5	2.5	3.8
Cc1nc2ccc(S(=O)(=O)NC(C(=O)N3CCCC3)C(C)C)cc2s1 (stereo not drawn)	0.0	-0.6	-3.1	20.7
O=C1SCCC1NS(=O)(=O)c1ccc(Br)cc1 (stereo not drawn)	0.2	-0.8	-6.0	-1.1
NC1=NC(=O)/C(=C/c2cc(Br)c(O)c(Br)c2)S1	0.1	-0.6	-4.0	-12.5
COc1ccc2cc(C(=O)Nc3ccccc3F)c(=O)oc2c1	0.0	-0.5	-47.9	-1.3
COc1ccc2c(CNC3CCCCCCC3)c(C(=O)O)n(Cc3ccccc3F)c2c1	-0.1	0.4	3.9	6.5
CCCCC(=O)Nc1ccc(Br)c(C)n1	0.0	-0.8	-29.7	-9.0
NC(=O)c1cc(NC(=O)c2ccccc2)ccc1N1CCCCC1	0.9	0.5	-55.5	12.3
COc1ccc(OC)c(N(CC(=O)NCC(C)C)S(C)(=O)=O)c1	0.3	-0.5	-1.1	10.4
Cc1onc(-c2ccccc2)c1C(=O)Nc1ncc([N+](=O)[O-])s1	0.0	1.4	37.6*	-2.1
C/C(CCc1ccc2c(c1)OCO2)=N\NC(N)=O	-0.1	0.3	-4.6	-9.8
CN1CCN(C(c2ccc(F)cc2)c2nnnn2Cc2cccs2)CC1 (stereo not drawn)	0.0	1.7	-1.8	5.6
O=C(NC(=S)NNC(=O)c1cccs1)c1ccccc1	-0.2	1.8	-15.2	15.9
Cc1ccccc1Oc1cc(NC(=O)c2c(F)cccc2F)cc(NC(=O)c2c(F)cccc2F)c1	0.1	-0.4	-3.8	-3.7
COc1ccc(N(CC(=O)Nc2ccccc2)S(C)(=O)=O)cc1OC	0.1	0.3	-8.9	7.6
CCn1c(SCC(=O)Nc2ccc(NC(C)=O)cc2)nnc1C(C)C	-0.2	3.0	3.6	6.1
O=C(COc1ccc2ccccc2c1)Nc1ccc(O)cc1C(=O)O	-0.1	0.3	-7.5	15.4
CCOC(=O)c1ccc2nc(NC(=O)c3ccccc3Cl)sc2c1	0.0	-0.8	-33.1	4.3
COCCNC(=O)CN(C(=O)Cn1nnc2ccccc21)c1cccc(C)c1C	0.1	0.3	13.2	4.0
CCCCOc1ccc(/C=c2\sc3nc(-c4ccncc4)nn3c2=O)cc1OC	-0.1	0.1	-7.4	5.4
CCc1nn(CC(=O)NC(C)(C)C)c(=O)c2cc3sc(C)cc3n12	-0.1	-0.9	-3.0	20.4
CCc1ccc(OCC(=O)NCc2ccc3c(c2)OCO3)cc1	-0.1	0.3	-4.9	-12.4
O=S(=O)(c1ccc(Oc2ccccc2Cl)cc1)N1CCOCC1	0.3	1.4	11.7	-5.0
CC1(c2ccccc2)NC(=O)N(CC(=O)N2CCN(c3ccc(F)cc3)CC2)C1=O (stereo not drawn)	0.3	0.3	-0.4	7.9
O=C(NCc1nnc2n1CCN(C(=O)c1cccc(-c3ccccc3F)c1)CC2)C1CC1	-0.1	1.8	-6.1	-2.0
COc1ccc(/C=N/NC(=O)C(=O)Nc2ccc(OCc3ccccc3)cc2)cc1[N+](=O)[O-]	-0.1	-1.0	-4.4	-10.0
O=C1N=c2ccc(Br)cc2=C1c1sc(Nc2cccnc2)nc1O	0.1	0.4	1.6	2.2
COc1cc(OC)c(OC)cc1/C=C/c1nc2ccccc2c(=O)n1-c1ccc(C)c(C)c1	0.0	-3.7	3.4	-5.7
C/C(=N\NC(=O)c1nnn(-c2nonc2N)c1CN1CCOCC1)c1cccnc1	0.0	-1.8	-8.7	-7.0
CCc1cc(C(=O)Cc2ccc3c(c2)OCCO3)c(O)cc1OC	-0.1	0.2	-6.1	4.7
O=C(c1cncc(Br)c1)N1CCN(c2ccc(-c3ccncc3)nn2)CC1	-0.1	0.1	-3.3	5.4
N#CC1(C#N)[C@H](c2ccc(Cl)cc2Cl)[C@@H](C(=O)C23CC4CC(CC(C4)C2)C3)N2c3ccccc3C=C[C@@H]21	0.1	-1.0	8.1	-6.6
COC(=O)c1ccc(/C=N/NC(=O)CNC(=O)c2cc(OC)c(OC)c(OC)c2)cc1	-0.1	0.4	3.9	-0.1
O=c1oc(-c2ccccc2NS(=O)(=O)c2ccc3ccccc3c2)nc2ccccc12	0.0	1.3	5.8	5.7
COc1ccc(/C=C2N=C(/C=C/c3cccc([N+](=O)[O-])c3)OC\2=O)c(OC)c1OC	-0.3	0.1	5.2	-3.6
Cc1ccc(-c2cn3nc(N4CCCC(C(=O)N5CCCCCC5)C4)sc3n2)cc1 (stereo not drawn)	-0.1	-0.7	4.5	5.7
O=C(NS(=O)(=O)c1ccc(Cl)cc1)c1ccco1	0.0	-0.2	9.6	-2.1
Cc1ccccc1NS(=O)(=O)c1c(C)n(C)c(=O)n(C)c1=O	0.1	-0.5	0.3	-2.3
COc1ccc(OC)c(N2C(=O)C3CC=CCC3C2=O)c1 (stereo not drawn)	0.1	-0.6	2.1	-10.4
Cc1ccc2c(CNC3CCCCCC3)c(C(=O)O)n(C)c2c1	0.0	-2.7	0.4	-4.7
O=C(O)c1cc2c3c(c1)C1C=CCC1C(c1ccc(Br)cc1)N3CC1CC=CC21 (stereo not drawn)	0.0	-0.1	-1.6	12.0
Cc1nnc(NC(=O)c2ccc(C)c(C)c2)s1	-0.1	1.6	-56.7	9.9
Cc1cccc(Cn2c(CN3CCN(c4ccccc4F)CC3)nc3c2c(=O)[nH]c(=O)n3C)c1	1.1	-1.1	-7.9	10.6
COc1cc(OC)c(OC)cc1/C=C/c1nc2ccccc2c(=O)n1-c1ccc(F)c(Cl)c1	0.0	-0.5	-9.6	4.3
Cn1cccc1CC(=O)N/N=C\c1ccccc1F	0.1	0.7	-7.3	-10.6
Clc1cc(Br)ccc1OCCn1ccnc1	-0.2	-1.2	-14.3	53.8*
Cc1cccc(NC(=O)CN2C(=O)NC3(CCc4ccccc43)C2=O)c1 (stereo not drawn)	-0.1	2.9	-9.1	-8.6
Cn1c(Nc2nc(NC3CC3)c3ncn(-c4ccccc4)c3n2)nc2ccccc21	-0.2	-0.1	46.5*	13.4
NC(Cc1ccc2nsnc2c1)C(=O)O (stereo not drawn)	0.0	-0.2	-11.3	-3.3
Cc1ccnc(NS(=O)(=O)c2ccc(NC(=O)C(C)(C)C)cc2)n1	0.0	0.6	-7.3	1.3
C/C(CC(=O)Nc1cc(C)ccn1)=N\NC(=O)c1cccc(Cl)c1	-0.5	-0.2	-57.9	-15.7
CC(=O)Nc1ccc(CN2CCN(C3CCCC3)C(CCO)C2)cc1 (stereo not drawn)	0.2	-0.1	5.5	15.3

3 entries from above in a different format:
Every second line gives: FBW7 act	GPR151 activ	TEAD-YAP block	MITF inh
Cc1ccnc(NS(=O)(=O)c2ccc(NC(=O)C(C)(C)C)cc2)n1
→ 0.0	0.6	-7.3	1.3
C/C(CC(=O)Nc1cc(C)ccn1)=N\NC(=O)c1cccc(Cl)c1
→ -0.5	-0.2	-57.9	-15.7
CC(=O)Nc1ccc(CN2CCN(C3CCCC3)C(CCO)C2)cc1 (stereo not drawn)
→ 0.2	-0.1	5.5	15.3
